UDG counterscr: blocks uracil-DNA glycosylase in AID counter-screen. FRET deamination/UDG coupled assay, UDG read, 4 h. Potency, µM (highest dose often 115 µM), inactives show at the highest dose activity change, negative = inhibition, hits mostly inhibitors. 91,000 compounds, 0.14% hits; note: nearly all actives have a fitted effect of over 65% in size
AID inhibitor: activation induced cytidine deaminase inhibition | 91,000 compounds, 0.32% hits | AID 1347428 | Potency, µM (top dose mostly 115 µM), for the others: at the top dose activity change, negative = inhibition, actives largely listed as inhibitors | AID deamination FRET fluorescence, UDG-coupled, 4 h; note: nearly all actives have a fitted effect of over 25% in size
Target sequence (Q9GZX7 whole entry, looked up): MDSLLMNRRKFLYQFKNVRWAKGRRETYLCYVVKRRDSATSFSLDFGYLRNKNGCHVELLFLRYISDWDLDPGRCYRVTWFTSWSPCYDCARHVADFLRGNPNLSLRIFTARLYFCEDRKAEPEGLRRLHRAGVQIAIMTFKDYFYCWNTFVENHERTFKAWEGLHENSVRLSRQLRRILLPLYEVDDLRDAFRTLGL
An asterisk follows results filed as active; ? = inconclusive; & = joins results of further samples; [ ] = another dose, or the depositor's remark. Calls come from the whole dose curve; as a rule, active = well fitted curve in the direction sought with a large enough effect; inconclusive = small, poorly fitted or top-dose-only effect, or another doubt; inactive = no such curve, though single readings can be large; an effect the other way counts as inactive or inconclusive. % is set by controls: 0 for no effect and ±100 for the full control effect; potency is the fitted concentration of half-maximal effect.

SMILES | UDG counterscr | AID inhibitor
Cc1ccc(NC(=O)COC(=O)c2cc3ccccc3[nH]2)cc1C | 6% | -3%
Cc1cc(/C=C/c2nc3ccccc3s2)cc(C)c1O | -9% | 5%
Cc1nc(NC(C)C)sc1C(=O)NCc1ccncc1 | 2% | -1%
Cc1noc(/C=C/c2ccccc2F)c1S(=O)(=O)N1CCC(C(=O)NCC(C)c2ccccc2)CC1 (configuration not stated) | -2% | -4%
O=C(CN1C(=O)COc2ccc(S(=O)(=O)NC3CCCC3)cc21)NCc1ccccc1Cl | -2%[57.5 µM] | 14%
Cc1csc2nc(-c3cccc(NC(=O)c4ccccc4Cl)c3)cn12 | -12% | ?
CCOCCCNS(=O)(=O)c1ccc(NC(=O)c2ccc3c(c2)OCO3)cc1 | -5% | -1%
CCOc1ccc(OCC)c(NS(=O)(=O)c2c(C(=O)N3CCCCCC3)c(C)n(C)c2C)c1 | 2% | 4%

One compound at a time (already shown). Order of values: UDG counterscr	AID inhibitor
`CCOc1ccc(OCC)c(NS(=O)(=O)c2c(C(=O)N3CCCCCC3)c(C)n(C)c2C)c1` is listed as 2%	4%
`Cc1nc(NC(C)C)sc1C(=O)NCc1ccncc1` is listed as 2%	-1%
`CCOCCCNS(=O)(=O)c1ccc(NC(=O)c2ccc3c(c2)OCO3)cc1` is listed as -5%	-1%

Additional records:
SMILES | UDG counterscr | AID inhibitor
COc1cccc(C(=O)Nc2ccccc2SCc2cc(=O)c3cccc(C)c3[nH]2)c1 | 6%[57.5 µM] | 7%
COc1ccc(N2CCN(C(=O)c3cnc(N4CCCC4)nc3C)CC2)cc1 | 54%[activator] | 6%
CCOC(=O)c1cccc(NC(=O)Cn2ncc3c4ccccc4n(Cc4ccccc4)c3c2=O)c1 | 1%[57.5 µM] | -7%
O=C(NCCc1cccc(Cl)c1)NC1CC1 | -16% | -8%
Cc1ccc(CN2C(=O)c3ccccc3Sc3ccc(C(=O)OCc4ccco4)cc32)cc1 | -1% | -13%
CSc1ccc(/C=C2\N=C(c3ccco3)OC2=O)cc1 | 0% | -7%
Cc1ccc(/C=C(/SCC(=O)O)c2nc3ccccc3s2)cc1C | 7% | 37%[activator]
COc1cc(/C=C/c2nc(C#N)c(NCCc3ccccc3)o2)cc(OC)c1OC | -13% | ?
CNC(=O)CSc1nnc(NC(=O)Nc2ccccc2)s1 | 0% | 0%
COc1cc(C(=O)Nc2ccc3oc(-c4ccc(F)cc4)cc(=O)c3c2)cc(OC)c1OC | 1% | 2%
CC(=O)N1c2ccc(S(=O)(=O)NCCc3cccc(C)c3)cc2CC1C (configuration not stated) | -8%[57.5 µM] | 0%
COCCNC(=O)CCSc1nc(-c2ccc(OC)cc2)cc(C(F)(F)F)n1 | -9% | -10%
COC(=O)c1c(C)oc2ccc(N(C(=O)Oc3ccccc3)S(=O)(=O)c3ccc(C(C)(C)C)cc3)cc12 | -6% | -1%
CCOc1c(CNCCSc2nnnn2C)cccc1OC | -11% | -12%
Cc1nn(C(C)C(=O)NCc2cccc(F)c2)c(=O)c2c1sc1ccccc12 (configuration not stated) | 5% | 4%
NC(=O)CN(CC(=O)NC1CCC(C(F)(F)F)CC1)C1CCCC1 (configuration not stated) | -1% | 2%
COc1ccc(CCNc2nc(SCc3cccc(Cl)c3)nc3ccccc23)cc1OC | 6%[57.5 µM] | -8%
O=S(=O)(Nc1nc2ccccc2nc1NCc1ccccc1)c1cccs1 | ? | -13%
Cc1ccc(C(OCC(C)(C)C[N+](C)(C)C)c2ccccc2)cc1 (configuration not stated) | -18% | -15%
CCCCCSc1nc2sc3c(c2c(=O)n1-c1ccc(OC)cc1)CCN(C(C)=O)C3 | ? | -29%
Cc1ccc(CSc2nc3cccnc3n2Cc2ccc(C(=O)NCCc3ccccc3)cc2)cc1 | -5%[57.5 µM] | 7%
COc1ccc(-c2nc3c(C#N)c[nH]n3c2NC2CCCCC2)cc1 | -1% | -9%
Cc1ccc(NC(=O)Cn2c(=O)n(CCC(=O)N3CCc4ccccc4C3)c(=O)c3ccccc32)cc1 | 3% | 20%
CCCCCCOc1ccc(C=O)cc1 | -8% | -4%
COc1ccc(-c2cc(-c3ccccc3)nc3c2COc2ccc(F)cc2-3)cc1 | -13% | -9%
COC(=O)C1=C(N)OC2=C(C(=O)CC(C)(C)C2)C1c1ccc(Cl)cc1 (configuration not stated) | -7% | -20%
Cc1ccc(NS(=O)(=O)c2ccc3nc(-c4ccccc4)[nH]c3c2)c(Br)c1 | 0% | 20%
O=C(Cc1cccc2cccnc12)NC1CCS(=O)(=O)C1 (configuration not stated) | -4% | 4%
CC(C)CN(CC(=O)NC(=O)NC(C)(C)C)C1CC1 | 1% | 4%
N#Cc1nc(COc2ccc(F)cc2)oc1NCCc1ccccc1 | 4% | 6%
CC1(C)CC(CC(=O)N2CCCC2)(c2ccc(Cl)cc2)CCO1 (configuration not stated) | 5% | 4%
Cc1cccc(N2CCN(C(=O)c3c(C)oc4ncnc(N5CCCCC5)c34)CC2)c1C | -20% | ?
Cc1ccc(CN(C)C(C)c2ccc(S(C)(=O)=O)cc2)cc1 (configuration not stated) | -8% | 0%
CC(Oc1ccc2c(-c3ccccc3)cc(=O)oc2c1)C(=O)NC1CC(C)(C)NC(C)(C)C1 (configuration not stated) | 10% | 2%
CSc1ccc(N/C=C/C(=O)c2ccc(C)c(C)c2)cc1 | -3% | 1%
COc1ccc(CNC(=O)CN(c2ccc(C)cc2)S(=O)(=O)c2c(C)noc2C)cc1 | -9% | 18%
O=C(Cn1c(=O)nc(-c2ccccc2)c2ccccc21)Nc1cccc(C(F)(F)F)c1 | -9% | 12%
COc1ccc(-n2c3c(c(=O)[nH]c2=O)C(NC(C)=O)(C(F)(F)F)C(=O)N3)cc1 (configuration not stated) | 6% | 18%
COc1cc(CNc2ccc3[nH]c(=O)[nH]c3c2)cc(Cl)c1OCc1ccccc1F | -4% | -1%
Cc1[nH]c2ccccc2c1C(c1ccc(O)cc1)c1c(C)[nH]c2ccccc12 | -17% | 27%

An excerpt of these results, field by field.
mol: Cc1ccc(CN2C(=O)c3ccccc3Sc3ccc(C(=O)OCc4ccco4)cc32)cc1
  UDG counterscr: -1%; AID inhibitor: -13%
mol: COc1ccc(-c2cc(-c3ccccc3)nc3c2COc2ccc(F)cc2-3)cc1
  UDG counterscr: -13%; AID inhibitor: -9%
mol: Cc1ccc(/C=C(/SCC(=O)O)c2nc3ccccc3s2)cc1C
  UDG counterscr: 7%; AID inhibitor: 37%[activator]

(more compounds)
Values in the order – UDG counterscr, AID inhibitor
Cc1nc(/C=C/C(=O)NC(C)C23CC4CC(CC(C4)C2)C3)cs1 (configuration not stated)
→ 3%, -2%
Cc1ccc(NC(=O)Nc2nnc(N3CCCC3)s2)cc1
→ 10%, 0%
CCOC(=O)c1cc(-c2ccccn2)nc2c1c(=O)[nH]c(=O)n2CCOC
→ 5%, 8%
CC(C)(C)c1ccc(-c2nnc(SCc3nc4ccccc4o3)o2)cc1
→ -12%, -12%
COc1ccc(N2CCN(c3oc(-c4ccccc4C)nc3S(=O)(=O)c3ccccc3)CC2)cc1
→ -14%, -16%
Cc1ccc(Cn2cc(/C=C(/C#N)C(=O)Nc3cccc(Cl)c3)c3ccccc32)cc1
→ -16%[57.5 µM], -13%[57.5 µM]
CCC1CCCCN1CCCNC(=O)CN1C(=O)c2cccnc2Oc2ccc(C)cc21 (configuration not stated)
→ -6%, 8%
CCOC(=O)C1CCN(C(=O)Cn2c(=O)cc(C)c3c(C)nn(C)c32)CC1
→ 1%, 4%
COc1ccc(C)cc1CN1CCN(C(=O)Nc2cccc(C)c2)CC1
→ 1%, -5%
CCN(C(=O)c1cc2c(Cl)nc3ccccc3c2s1)c1cccc(Cl)c1
→ -7%, 7%
CC1=C(C)CC(C(=O)NC2CCN(Cc3ccccc3)CC2)C(C(=O)O)C1 (configuration not stated)
→ 2%, 10%
CN1CCC(N(C)CCN(C)C(=O)NCc2ccc(F)cc2)CC1
→ -3%, 3%
CCOc1ccc(CCNC(=O)CCSCc2ccc(Cl)cc2)cc1OCC
→ 12%, 1%
Cc1ccc(Cl)cc1NC(=O)CN1C=NS(=O)(=O)c2ccccc21
→ -2%, -14%
O=C(CSc1nc(-c2ccccc2)cc(=O)[nH]1)Nc1ccccc1F
→ 7%, 10%
O=C(Cn1nnnc1-c1ccccc1F)Nc1ccc(F)c(F)c1
→ 1%[57.5 µM], 0%
CCOC(=O)c1ccccc1NS(=O)(=O)c1c(-c2ccc(C)cc2)csc1C(=O)OC
→ 3%, -2%
Cc1ccc(OCC(=O)N2CCN(c3ncccn3)CC2)cc1
→ 9%, -1%
C=CCNc1nc(C(=O)OCC(=O)N(c2ccccc2)C(C)C)cs1
→ 4%, 1%
CNC(=O)CCS(=O)(=O)Cc1coc(-c2cccc(F)c2)n1
→ -1%, -2%

A few values from the entries so far:
`Cc1nc(/C=C/C(=O)NC(C)C23CC4CC(CC(C4)C2)C3)cs1` (configuration not stated) in AID inhibitor shows -2%
`COc1ccc(C)cc1CN1CCN(C(=O)Nc2cccc(C)c2)CC1` in AID inhibitor shows -5%
`Cc1ccc(NC(=O)Nc2nnc(N3CCCC3)s2)cc1` in AID inhibitor shows 0%
`CCOC(=O)C1CCN(C(=O)Cn2c(=O)cc(C)c3c(C)nn(C)c32)CC1` in UDG counterscr shows 1%
`COc1ccc(N2CCN(c3oc(-c4ccccc4C)nc3S(=O)(=O)c3ccccc3)CC2)cc1` in AID inhibitor shows -16%
`CC(C)(C)c1ccc(-c2nnc(SCc3nc4ccccc4o3)o2)cc1` in UDG counterscr shows -12%

(listing goes on)
Values in the order – UDG counterscr, AID inhibitor
Cc1ccc(CN2CCCN(c3cccc(C(=O)N4CCCCCC4)c3)C2=O)cc1
→ -2%, -11%
O=C(Cn1c(=O)n(Cc2ccc3c(c2)OCO3)c(=O)c2oc3ccccc3c21)Nc1ccccc1F
→ 5%, 11%
COC(=O)C(CNC(=O)c1ccc(F)cc1)Cc1ccc(F)cc1 (configuration not stated)
→ 8%, 2%
CCN(CC)CCCNc1cc(-c2ccccc2)nc(C)n1
→ 0%, 38%[activator]
CCCCC(=O)Nc1sc2c(c1C#N)CCC(C(C)(C)C)C2 (configuration not stated)
→ -1%, -2%
COC(=O)C(N)C12CC3CC(CC(C3)C1)C2 (configuration not stated)
→ 3%, 0%
Cc1nc2ccc(S(=O)(=O)CCC(=O)Nc3ccc(C(C)C)cc3)cc2s1
→ -18%, -10%
C#CCn1c(/C=C/c2ccc(Cl)cc2)nc2ccccc21
→ -14%[57.5 µM], -25%
CN1CCN(c2cnn(Cc3ccc(F)cc3)c(=O)c2Cl)CC1
→ -4%, -8%
Cc1ccccc1Cc1c(C)nc2nc(SCC(=O)NCCc3ccc(Cl)cc3)nn2c1C
→ -25%, ?
Cn1c(=O)c2[nH]c(CN3CCc4ccccc4C3)nc2n(C)c1=O
→ -8%, -1%
CC(=O)Nc1cccc(NC(=S)NC(NC(=O)c2ccc(C)cc2)C(Cl)(Cl)Cl)c1 (configuration not stated)
→ 0%, 4%
CCOC(=O)C1C(=O)C=C(c2ccc(C)cc2)CC1c1ccc(C)cc1 (configuration not stated)
→ -2%, -16%
CC1CCCCN1CC(=O)N1CCCc2c1c(=O)oc1ccc(OCc3ccccc3)cc21 (configuration not stated)
→ -12%, 33%[activator]
Cc1nc(Nc2nc3ccccc3o2)ncc1C(=O)Nc1ccccc1C(F)(F)F
→ 9%, -1%
CC(=O)Nc1ccc2c(ccn2CCN2CCOCC2)c1
→ -4%, 28%
C[N+]1(C)CCNCC1
→ 2%, 7%
Cc1cn2c(=O)cc(COc3cc(C)c(Cl)c(C)c3)nc2s1
→ -6%, 2%
CCOc1ccccc1C(=O)N(Cc1ccccc1F)C1CCS(=O)(=O)C1 (configuration not stated)
→ 16%, -2%
CCCOc1ccccc1C(=O)Nc1ccc(-c2nc3ccc(C)cc3s2)cc1
→ -12%, -8%
CC1CCC(NC(=O)CCc2cn(Cc3ccccc3Cl)c3ccccc23)CC1 (configuration not stated)
→ -3%&-2%, -5%&-21%
O=C(O)CCc1ccc(F)c(F)c1
→ -9%, -10%
CC(NC(=O)c1ccc(C(C)(C)C)cc1)C(=O)NCc1ccc(C(=O)O)cc1 (configuration not stated)
→ 8%, 7%
Cc1cccc(NS(=O)(=O)c2ccc(Cl)c(C(=O)Nc3ccc4oc(C)nc4c3)c2)c1
→ 7%, 10%
Cc1ccc(NCc2cccn2-c2nnc(N3CCC(C(=O)NCCc4ccc(Cl)cc4)CC3)s2)cc1
→ -15%, -16%
S=C(NC1CCCCC1)NC1CCSc2ccccc21 (configuration not stated)
→ 1%, -5%
CCc1ccc2occ(CC(=O)N(Cc3ccc(N(C)C)cc3)C3CCS(=O)(=O)C3)c2c1 (configuration not stated)
→ -15%, -8%
CC1CCc2c(sc(NC(=O)c3cc4nc(-c5ccc(Cl)cc5)cc(C(F)(F)F)n4n3)c2C#N)C1 (configuration not stated)
→ -2%[57.5 µM], 26%[57.5 µM]
Cc1ccc(-c2cn3nc(N4CCCC(C(=O)NCc5ccc(F)cc5)C4)sc3n2)cc1 (configuration not stated)
→ 9%, ?
COc1ccc(Cl)cc1S(=O)(=O)Nc1cccc(-c2ccc(N3CCCC3)nn2)c1
→ 12%, 7%
O=C(NC1CC(=O)N(c2ccc(F)cc2)C1)c1ccc2c(c1)OCO2 (configuration not stated)
→ 5%, 6%
CC(NNC(=O)C(O)(c1ccccc1)c1ccccc1)c1ccccc1 (configuration not stated)
→ 1%, -8%
Cc1n[nH]c(C)c1S(=O)(=O)N(CC(=O)NC(C)c1ccccc1)c1ccc(C(C)C)cc1 (configuration not stated)
→ 1%, 6%
Cc1ccc(-c2nc3n(n2)C(c2ccccc2C)C=C(c2ccc(Cl)cc2)N3)cc1 (configuration not stated)
→ -14%, 83%[activator]
O=C(COC(=O)Cc1cccc2ccccc12)Nc1ccc(Cl)cc1
→ 1%, -7%
Cc1ccc2cccc(NC(=O)COc3cc(C)c(Cl)c(C)c3)c2n1
→ 2%&10%, 4%&2%

Screens from PubChem BioAssay.

An excerpt (hit frequency here may not be typical).
